GPR151 ag: human GPR151 activation | Q8TDV0 | PathHunter beta-arrestin GPR151 cells, luminescence | activation, % at 11.2 µM | hit rate 1% among 650,000; in the data active means activation above about 4.9%;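 further: 0% = median of compound wells and 100% = cells with positive control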
Target sequence (Q8TDV0 whole entry, looked up): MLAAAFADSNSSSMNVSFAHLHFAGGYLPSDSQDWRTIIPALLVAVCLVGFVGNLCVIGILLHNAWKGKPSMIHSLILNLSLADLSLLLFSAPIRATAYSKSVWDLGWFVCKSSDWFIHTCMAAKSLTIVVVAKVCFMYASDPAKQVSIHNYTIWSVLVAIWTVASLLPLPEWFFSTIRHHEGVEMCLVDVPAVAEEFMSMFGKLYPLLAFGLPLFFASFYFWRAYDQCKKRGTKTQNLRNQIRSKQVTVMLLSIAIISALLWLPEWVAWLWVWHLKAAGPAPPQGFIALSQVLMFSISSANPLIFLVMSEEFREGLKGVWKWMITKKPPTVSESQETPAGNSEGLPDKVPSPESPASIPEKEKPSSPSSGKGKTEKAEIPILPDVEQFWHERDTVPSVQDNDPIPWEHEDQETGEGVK
TEAD-YAP inh: TEAD-YAP interaction inhibition; inhibition, % at 9.12 µM; HEK-TIYL cells, TEAD-Gal4/YAP UAS-luciferase luminescence; hit rate 1.4% among 640,000; in the data active means inhibition above about 32%;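 further: 0% = median of test compound wells and 100% = reference inhibitor wells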
MITF inh: inhibitors of human MITF; AID 1259374; inhibition, % at 2.6 µM; hit rate 0.91% among 650,000; O75030; AlphaScreen MITF homodimerization, bead proximity signal; in the data active means inhibition above about 50%;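 further: 0% = vehicle wells with protein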
Target sequence (O75030 whole entry, looked up): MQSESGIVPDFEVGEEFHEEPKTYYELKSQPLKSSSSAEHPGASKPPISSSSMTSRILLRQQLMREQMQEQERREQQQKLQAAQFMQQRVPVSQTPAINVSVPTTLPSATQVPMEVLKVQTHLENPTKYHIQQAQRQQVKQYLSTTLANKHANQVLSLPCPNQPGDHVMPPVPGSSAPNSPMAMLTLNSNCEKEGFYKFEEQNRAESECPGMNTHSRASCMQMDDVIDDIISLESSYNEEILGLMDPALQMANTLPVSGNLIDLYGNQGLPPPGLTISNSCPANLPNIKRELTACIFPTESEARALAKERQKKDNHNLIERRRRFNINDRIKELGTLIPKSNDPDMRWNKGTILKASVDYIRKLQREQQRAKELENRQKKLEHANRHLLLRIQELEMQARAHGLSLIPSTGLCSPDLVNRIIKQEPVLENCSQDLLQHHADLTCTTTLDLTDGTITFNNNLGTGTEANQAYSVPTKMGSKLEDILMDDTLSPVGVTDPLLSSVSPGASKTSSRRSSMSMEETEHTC
FBW7 act: human FBW7 E3 ligase activation, primary screen | Q969H0 | AlphaScreen FBW7–phospho-cyclin E peptide binding, activator screen | normalized activity (activation), % at 26.1 µM | hit rate 0.13% among 650,000 | AID 1259310; in the data active means normalized activity above about 1.9%;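 further: purified mutant Fbw7 with reduced substrate affinity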
* hit, by the source's call.

Every second line gives: GPR151 ag	MITF inh	TEAD-YAP inh	FBW7 act
> CCC(C)OC(=O)C1=C(C)NC(=O)NC1c1ccc(F)c(Br)c1 (stereo not given)
    0.3	-2	-12	-0.1
> CC(C)Cn1c(=O)c2ccccc2n2c(CCC(=O)O)nnc12
    0.3	-2	-6	0.0
> COc1cc(NC(=O)c2cccs2)ccc1NC(=O)Cc1ccccc1
    -1.0	-9	-6	-0.5
> COc1cccc(-c2csc(N3CCN(Cc4ccccc4)CC3)n2)c1
    -0.1	8	-5	-0.1
> COc1ccc(NC(=O)CNC(=O)Cn2cnc3sc(C)cc3c2=O)c(OC)c1
    -1.0	21	8	0.0
> Cc1cc(C=C2C(=O)NC(=O)NC2=O)c(C)n1-c1ccc(Cl)cc1
    4.7	5	2	-0.1
> CC(=O)Nc1c[n+]2c(n1-c1ccc(Br)cc1)CCCCC2
    0.0	-7	6	-0.1
> CN1CCC(N(C)Cc2ccc(O)c([N+](=O)[O-])c2)CC1
    0.1	9	-3	-0.1
> Cc1ccc(C2=NC(c3cccnc3)NC(c3ccccc3O)C2)cc1 (stereo not given)
    -0.8	7	-52	0.1
> COc1cc(CO)c(Cl)cc1OCC(=O)Nc1ccccc1
    0.4	1	-84	-0.1
> O=C(CCc1nnc(Cc2ccc3c(c2)OCO3)o1)NCc1ccc(F)cc1F
    0.0	-4	-7	-0.1
> O=C1OC(/C=C/c2ccc(Cl)cc2)=NC/1=C/c1ccc(Cl)cc1Cl
    -1.8	1	14	0.1
> COc1ccc(CCNC(=S)NNC(=O)c2ccc3c(c2)OCO3)cc1OC
    1.0	24	-10	0.1
> COc1ccc(C(CC(=O)NCCN2CCOCC2)NS(=O)(=O)c2ccc(Cl)cc2)cc1 (stereo not given)
    -0.6	23	6	0.4
> O=C(O)CCN(CCC(=O)O)S(=O)(=O)c1ccccc1
    -0.1	6	0	0.0
> O=C(CSc1ccc2nnc(-c3cccc(F)c3)n2n1)NCc1ccc2c(c1)OCO2
    1.6	0	-10	-0.1
> c1cnc2c(c1)ncn2C1CCN(C2CCCC2)CC1
    0.0	4	9	-0.1
> N#CC1=C(N)Oc2[nH]c(=O)[nH]c(=O)c2C1c1ccc(Cl)cc1 (stereo not given)
    -0.7	-15	-5	-0.1
> CC(CCC(=O)Nc1ccc(F)cc1)CC(=O)Nc1ccc(F)cc1 (stereo not given)
    -1.5	7	-9	0.0
> O=C(NCc1cccnc1)c1cccc(-c2ccccc2)c1
    0.4	3	-9	0.1

Overlap with the part before: 2 entries, then new ones.
Every second line gives: GPR151 ag	MITF inh	TEAD-YAP inh	FBW7 act
> CC(CCC(=O)Nc1ccc(F)cc1)CC(=O)Nc1ccc(F)cc1 (stereo not given)
    -1.5	7	-9	0.0
> O=C(NCc1cccnc1)c1cccc(-c2ccccc2)c1
    0.4	3	-9	0.1
> C/C(Cn1c(CCl)nc2ccccc2c1=O)=N\NC(N)=O
    -1.6	12	0	0.1
> CCCc1nnc(SCC(=O)N2CCCC2)n1CCOC
    0.9	-5	0	0.1
> O=C(OC(C(=O)NCC1CCCO1)c1ccccc1F)c1ccco1 (stereo not given)
    0.7	-1	0	0.0
> O=C(Nc1ccc(F)c(F)c1)c1ccc(F)c(S(=O)(=O)N2CCN(c3ccccc3F)CC2)c1
    1.6	10	-4	0.0
> O=C(CNC(=O)c1ccc(Cl)cc1)N=Nc1c(O)[nH]c2ccccc12
    1.4	15	13	0.1
> COc1ccc(-c2ccc(SCC(=O)Nc3ccc4c(c3)OCCO4)nn2)cc1
    -1.5	9	-26	0.0
> COc1ccc(OCCCC(=O)Nc2ccc(OC)c(Cl)c2)cc1
    1.3	7	4	0.0
> C=CCOC(=O)C1=C(C)NC2=C(C(=O)CC(C)(C)C2)C1c1cc(OC)c(OC)cc1[N+](=O)[O-] (stereo not given)
    -0.3	23	23	1.1
> CCCCNC(=O)C1CCCN1C(=O)Nc1ccc(C)cc1 (stereo not given)
    0.3	27	-11	0.1
> Cc1nc2c3ccccc3nc(NNC(=O)CCC(=O)N3CCN(C)CC3)n2n1
    -0.4	14	0	0.5
> Cc1cc2c(cc1C)CSC(c1cc(Br)ccc1O)SC2
    -0.5	10	4	0.4
> Cc1ccc(-n2nc3c(c2NC(=O)c2ccc(Cl)cc2)CS(=O)(=O)C3)c(C)c1
    -0.6	9	6	0.1
> CCOC(=O)C1CCN(CC(C)(C)NS(=O)(=O)c2ccc(Cl)cc2)CC1
    -1.8	10	7	-0.1
> CCN1C=C(C(=O)OC)C(c2cc(C)ccc2C)C(C(=O)OC)=C1
    1.5	-19	18	1.4
> CCOc1ccccc1NC(=O)Cn1c(=O)n(Cc2ccco2)c(=O)c2oc3ccccc3c21
    -1.5	24	8	0.9
> CCOc1ccc2c(c1)-c1c(ssc1=Nc1ccc(S(=O)(=O)Nc3ncccn3)cc1)C(C)(C)N2
    -0.4	-6	2	-0.1
> COc1ccc2nc(C)cc(NCc3ccco3)c2c1
    0.1	5	10	0.1
> COc1ccc(C2C(C(=O)N3CCN(c4ccccc4F)CC3)c3ccccc3C(=O)N2C)cc1OC (stereo not given)
    0.8	7	15	0.1
> O=C1CSc2nnc(-c3ccncc3)n2N1
    -1.8	-15	5	0.0
> Cn1c(=O)c2c(nc3n(CC45CC6CC(CC(C6)C4)C5)c(-c4ccc(Cl)cc4)cn23)n(C)c1=O
    0.0	8	6	0.1

More compounds
Every second line gives: GPR151 ag	MITF inh	TEAD-YAP inh	FBW7 act
> Cc1[nH]c(=O)[nH]c(=O)c1S(=O)(=O)N1CCC(C(=O)N(C)Cc2ccccc2)CC1
    3.0	8	-7	0.2
> COc1ccc(S(=O)(=O)N(CC(=O)Nc2ccc(S(N)(=O)=O)cc2)Cc2ccccc2)cc1
    0.0	17	-4	0.6
> Cn1c(=O)c2c3c(sc2n2c(SCC(=O)c4ccc(Br)cc4)nnc12)CCC3
    0.2	-12	-1	0.0
> Cn1cccc1/C=C1\C(=O)NC(=O)N(c2ccccc2)C1=O
    -0.3	-1	12	0.1
> Cc1cc(C(=O)COC(=O)c2cc(O)c3ccccc3c2O)c(C)n1CC(F)(F)F
    -0.7	2	3	-0.1
> Cc1ccc(S(=O)(=O)NC(C)(C)CC(C)(C)C)cc1[N+](=O)[O-]
    -0.9	12	7	-0.1
> O=C(NC(c1ccccc1)c1cnccn1)C1CCN(C(=O)c2ccco2)CC1 (stereo not given)
    1.6	-2	-5	0.0
> CN(C)c1ccc2cc(C(=O)O)oc2c1
    -0.1	9	9	0.4
> COc1ccc2c(c1)C(C)(c1cccc(F)c1)C(=O)N2 (stereo not given)
    0.6	14	-4	0.2
> CCCOc1ccc(-c2nn(-c3ccccc3)cc2C2C(C(=O)OCC)=C(C)NC(C)=C2C(=O)OCC)cc1
    -1.6	-1	-4	-0.1
> CCOC(=O)c1ccc(-c2ccc(/C=C3\C(=O)N(CCCO)C(=O)C(C#N)=C3C)o2)cc1
    -1.0	8	-60	0.0
> COc1ccc(C2CC(c3ccc(Br)cc3)=NN2C(=O)CSc2nnc(CNC(=O)c3ccco3)n2-c2ccccc2)cc1 (stereo not given)
    0.9	-20	-2	-0.1
> Cc1ccc2nc(C)n3c4ccccc4c(NC(=O)c4ccccc4)c3c2c1
    -0.9	-6	0	-0.1
> COc1cccc(CN2CCCC(CO)C2)c1 (stereo not given)
    3.0	-6	8	-0.2
> O=C(c1ccc2c(=O)n(Cc3ccc4c(c3)OCO4)c(=S)[nH]c2c1)N1CCCCCC1
    0.7	13	2	0.2
> COc1ccccc1/C=C/C(=O)NCC(=O)N/N=C/c1cc(Br)ccc1OC
    1.6	-2	4	0.1
> Cc1cc(N2C(=O)C3C(C2=O)C2C=CC3C23CC3)c([N+](=O)[O-])cc1C (stereo not given)
    -0.9	11	3	-0.2
> Cc1ccc(C(c2nnnn2Cc2ccccc2)N2CCC(C(N)=O)CC2)cc1 (stereo not given)
    2.8	-2	0	0.0
> CNC(=O)C1CN(CCCOc2cccc(C#N)c2)CCN1C(=O)c1ccc(F)c(F)c1 (stereo not given)
    -0.4	-4	-5	-0.2
> COc1ccc(C(=O)NCCC(c2ccccc2)c2ccccc2)nn1
    2.4	6	-5	0.2

(more compounds)
Every second line gives: GPR151 ag	MITF inh	TEAD-YAP inh	FBW7 act
> COc1cc2nc(/C=C/c3ccc([N+](=O)[O-])s3)oc(=O)c2cc1OC
    0.0	20	-3	0.1
> Cc1cc(Cl)c(S(=O)(=O)NNC2=CC(=O)CC(C)(C)C2)c(Cl)c1
    0.6	9	5	0.1
> COCCNC(=S)Nc1ccc(N2CCCCC2)cc1
    0.7	13	-23	-0.1
> Cc1nc(Nc2ccncc2)cc(-c2ccc(F)cc2)n1
    1.4	0	-21	-0.1
> COc1cc2c(cc1OC)C(COc1ccc([N+](=O)[O-])cc1)N(C(=O)c1ccc(Br)o1)CC2 (stereo not given)
    1.4	18	0	0.0
> CC(C)(C)c1ccc(-c2nc(-c3ccc(Br)cc3)no2)cc1
    -0.9	-3	-10	0.0
> N#C/C(=C\c1ccc(I)cc1)c1nc(-c2cc3c(ccc4ccccc43)oc2=O)cs1
    -0.3	6	7	0.1
> O=C(NC1CC1)c1ccc2c(c1)NC(=O)C(N1CCCCC1)S2 (stereo not given)
    0.6	1	1	-0.2
> O=C(CSc1cccc[n+]1[O-])Nc1ccc(F)c(F)c1
    -0.8	0	1	0.0
> O=C(Nc1cc(-c2ccncc2)c[nH]c1=O)C1COc2cc3ccccc3cc2O1 (stereo not given)
    -0.8	5	-8	0.1
> COc1ccc(N2C(=O)C3ON(c4ccc(Cl)cc4)C(c4ccc(F)cc4)C3C2=O)cc1 (stereo not given)
    0.4	11	9	-0.1
> CC1CCN(Cc2cc(Cl)c3cccnc3c2O)CC1
    3.8	43	46*	-1.1
> Cc1ncc(CN2CCCC(C(=O)Nc3cccc(-n4cnnn4)c3)C2)cn1 (stereo not given)
    -1.1	3	9	-0.2
> Cc1ccc(NC(=O)c2ccccc2C(=O)O)c([N+](=O)[O-])c1
    1.6	7	-12	0.0
> COCCCNC(=O)/C(=C/c1ccc(N(C)C)cc1)NC(=O)c1ccc(C)cc1
    -1.6	-7	4	-0.1
> CCCc1cc(=O)oc2cc(OC(C)=O)c(Cl)cc12
    -0.6	1	-11	0.0
> COc1ccc(-c2cc(-c3ccccc3)c(C#N)c(SCC(O)CS(=O)(=O)Cc3ccc(Cl)cc3)n2)cc1 (stereo not given)
    0.5	2	6	0.0
> CN1CCCN(c2ncnc3scc(-c4ccc(F)cc4)c23)CC1
    1.3	11	0	0.1
> COc1cc(NS(=O)(=O)c2ccc(NC(=O)CCc3ccccc3)cc2)nc(OC)n1
    1.8	-13	-9	0.1
> CCOc1ccc2ccccc2c1/C=N/NC(=O)CC1(C)OCCCO1
    1.0	-6	3	-0.1

6 entries from above in another layout:
canonical_smiles | GPR151 ag | MITF inh | TEAD-YAP inh | FBW7 act
CC1CCN(Cc2cc(Cl)c3cccnc3c2O)CC1 | 3.8 | 43 | 46* | -1.1
Cc1ncc(CN2CCCC(C(=O)Nc3cccc(-n4cnnn4)c3)C2)cn1 (stereo not given) | -1.1 | 3 | 9 | -0.2
Cc1ccc(NC(=O)c2ccccc2C(=O)O)c([N+](=O)[O-])c1 | 1.6 | 7 | -12 | 0.0
COCCCNC(=O)/C(=C/c1ccc(N(C)C)cc1)NC(=O)c1ccc(C)cc1 | -1.6 | -7 | 4 | -0.1
CCCc1cc(=O)oc2cc(OC(C)=O)c(Cl)cc12 | -0.6 | 1 | -11 | 0.0
COc1ccc(-c2cc(-c3ccccc3)c(C#N)c(SCC(O)CS(=O)(=O)Cc3ccc(Cl)cc3)n2)cc1 (stereo not given) | 0.5 | 2 | 6 | 0.0

More records follow.
Every second line gives: GPR151 ag	MITF inh	TEAD-YAP inh	FBW7 act
> CCN(CC)C(=O)Cn1cc(SCC#N)c2ccccc21
    -0.9	1	2	0.1
> COc1ccc(N(CC(=O)NC(C)C)C(=O)CCC(=O)Nc2ccccn2)c(OC)c1
    -1.6	3	-8	0.0
> COc1ccc(OC)c(/C=N/NC(=O)C(=O)Nc2cccc(C)c2)c1
    -0.6	2	4	0.3
> COc1ccc(OC)c(C2C=C(c3ccc(C)c(C)c3)Nc3ncnn32)c1 (stereo not given)
    -1.0	19	-10	0.9
> CC(C)Cn1c(=O)c2ccccc2n2c(SCC(=O)N3CCCCCC3)nnc12
    -0.5	7	-1	0.2
> CCOc1cccc2cc(C(=O)Nc3nccs3)c(=Nc3ccccc3)oc12
    -0.3	-7	-27	-0.3
> Cc1cc2cc3c(N)c(C(=O)NCC4CCCO4)sc3nc2cc1C (stereo not given)
    -0.2	1	-32	0.7
> CCCCOCCCNC(=O)c1ccc(OCC)cc1
    0.9	-19	-4	0.0
> S=c1[nH]nc(-c2ccc3ncccc3c2)n1-c1ccccc1
    1.9	-5	-11	0.1
> CC(=O)Nc1ccc(C(=O)N2CC(C)OC(C)C2)cc1 (stereo not given)
    -0.3	3	9	-0.1
> Cc1ccc2nc(-c3ccc(SCC(=O)N4CCCCC4)nc3)[nH]c2c1
    1.0	-17	-13	-0.1
> CC(=O)NS(=O)(=O)c1ccc(NC(=O)C2CCCCC2C(=O)O)cc1 (stereo not given)
    -1.0	17	14	0.4
> CCC(=O)Nc1cc(C)c(NC(=O)c2cccc(OC)c2)cn1
    -0.8	2	-1	0.0
> COC(CNc1nccc(Nc2ccncn2)n1)c1cccs1 (stereo not given)
    0.1	3	-9	-0.1

Screens from PubChem BioAssay.

Rows are unselected; about 3.4% have a hit in one of these screens.
